# Source: PubChem BioAssay (The Scripps Research Institute Molecular Screening Center)
# DDE Tn7 FP inh: DD(E)-Tn7 binding inhibition, primary FP screen | FP displacement of FITC-Tn7 peptide from fibrin DD(E); 0% = median of compound wells per plate | inhibition, % at 8.3 µM | hit rate 0.13% among 370,000 | AID 720508 | P02675;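 active means inhibition above the mean of compounds falling within the control limits plus 3 SD of them, cut at about 14% in these data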;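 further: 0% = plate median of compound wells and 100% = 10 µM Aha-Tn7 peptide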
#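 Assay system: human fibrin DD(E) protein / Input: 2 µM fibrin DD(E) / Benchmarks: high control of 10 µM Aha-Tn7 peptide / Measured by: fluorescence polarization of the labelled Tn7 tracer / Medium: Tris buffer with calcium and detergent, pH 7.8 / Timing: 10 min compound pre-incubation, 3 h probe incubation at room temperature / Repeats: one replicate per compound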
# PLC-gamma1 inh: blocks human PLC-gamma1 enzyme activity | hit rate 0.84% among 370,000 | P19174 | purified PLC-gamma1, fluorogenic substrate, fluorescence | inhibition, % at 12.2 µM | AID 720700; in the data active means inhibition above about 9.5%
# Target sequence (P19174 whole entry, looked up): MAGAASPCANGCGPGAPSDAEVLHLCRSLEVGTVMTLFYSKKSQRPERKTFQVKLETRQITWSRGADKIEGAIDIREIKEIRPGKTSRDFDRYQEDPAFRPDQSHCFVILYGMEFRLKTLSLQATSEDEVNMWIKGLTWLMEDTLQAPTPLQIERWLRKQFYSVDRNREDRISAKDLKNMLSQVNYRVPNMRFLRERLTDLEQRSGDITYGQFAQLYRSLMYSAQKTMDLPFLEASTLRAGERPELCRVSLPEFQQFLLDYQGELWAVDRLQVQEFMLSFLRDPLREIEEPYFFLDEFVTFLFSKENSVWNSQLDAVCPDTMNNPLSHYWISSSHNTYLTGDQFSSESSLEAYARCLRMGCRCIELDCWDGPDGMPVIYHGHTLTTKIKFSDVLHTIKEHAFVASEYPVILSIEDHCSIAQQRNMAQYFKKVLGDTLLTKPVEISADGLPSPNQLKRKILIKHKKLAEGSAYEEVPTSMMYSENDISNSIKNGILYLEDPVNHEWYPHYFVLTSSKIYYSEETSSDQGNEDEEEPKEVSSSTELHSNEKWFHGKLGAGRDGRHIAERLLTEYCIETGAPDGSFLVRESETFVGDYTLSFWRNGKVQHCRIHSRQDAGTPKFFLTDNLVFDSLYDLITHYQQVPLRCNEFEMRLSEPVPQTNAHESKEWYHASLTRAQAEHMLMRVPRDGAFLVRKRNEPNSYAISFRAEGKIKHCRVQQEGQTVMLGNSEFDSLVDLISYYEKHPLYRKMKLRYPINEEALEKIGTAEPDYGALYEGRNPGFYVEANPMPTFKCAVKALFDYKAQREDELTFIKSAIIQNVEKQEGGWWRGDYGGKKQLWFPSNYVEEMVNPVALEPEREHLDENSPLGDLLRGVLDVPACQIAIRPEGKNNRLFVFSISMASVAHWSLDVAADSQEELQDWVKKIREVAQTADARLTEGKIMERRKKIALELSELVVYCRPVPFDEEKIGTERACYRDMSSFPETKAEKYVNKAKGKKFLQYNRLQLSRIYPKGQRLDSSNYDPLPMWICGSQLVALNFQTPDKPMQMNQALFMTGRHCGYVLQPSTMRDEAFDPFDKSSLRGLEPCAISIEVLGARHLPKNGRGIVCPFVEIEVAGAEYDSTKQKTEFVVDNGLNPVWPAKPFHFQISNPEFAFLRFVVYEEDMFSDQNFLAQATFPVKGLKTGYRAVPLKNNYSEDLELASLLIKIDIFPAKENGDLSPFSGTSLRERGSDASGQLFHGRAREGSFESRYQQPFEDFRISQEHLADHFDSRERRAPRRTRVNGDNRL
# PLCb3 inh: blocks human PLC-beta3 enzyme activity | hit rate 0.18% among 370,000 | Purified PLC-beta3, fluorogenic substrate, fluorescence | inhibition, % at 12.2 µM | AID 720704 | Q01970; in the data active means inhibition above about 11%;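 further: 0% = median of compound wells on plate and 100% = full blocker control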
# ARFGAP1 inhibitor: inhibitors of rat ARFGAP1; Q62848; Arfgap1-stimulated ARF1 GTP hydrolysis, GDP FP detection; inhibition, % at 16.5 µM; hit rate 0.26% among 360,000; AID 651572;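 active means inhibition above a per-plate limit, mean inhibition of low control wells plus 3 SD, cut at about 25% in these data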;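 further: 0% = DMSO wells with enzyme and 100% = wells lacking Arfgap1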
#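 Repeats: one replicate per compound; assay system: rat Arfgap1 catalytic domain, aa 1-136; times: enzyme reaction 120 min at 25 °C after 20 min preincubation; detection: FP of antibody-bound GDP Alexa 633 tracer, ex 620/em 688 nm; benchmarks: high control wells lacking Arfgap1, low control full reaction with DMSO; reagent: human ARF1(Δ1-17)-GTP substrate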
# ADAM17 inh: inhibitors of human ADAM17; P78536; recombinant ADAM17, EDANS/DABCYL FRET peptide cleavage; inhibition, % at 6.95 µM; hit rate 0.83% among 370,000; AID 720648;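 active means inhibition above the mean of compounds lying between control limits plus 3 SD, set per campaign, cut at about 8.5% in these data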;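 further: 0% = DMSO-only wells as the low control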
# UHRF1 MBD2 ctr: human UHRF1 methylated DNA binding inhibitors | AID 687016 | UHRF1 binding to methylated oligo, TR-FRET | inhibition, % at 4.4 µM | hit rate 0.75% among 370,000 | Q96T88; in the data active means inhibition above about 21%;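 further: UHRF1 SRA domain binding a hemimethylated CpG hairpin DNA probe; 0% = median of test compound wells and 100% = reference inhibitor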
# ASAP1 inh: blocks human ASAP1-stimulated Arf1 GTP hydrolysis; inhibition, % at 16.5 µM; hit rate 0.19% among 360,000; AID 624377; Q9ULH1; GDP FP detection; in the data active means inhibition above about 25%;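 further: 0% = vehicle with enzyme and substrate and 100% = no enzyme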
# proKLK7 act: proKLK7 (human) activation, primary screen; P49862; purified proKLK7, EDANS-DABCYL substrate fluorescence; 100% is mature enzyme control, 0% vehicle; activation, % at 7 µM; hit rate 0.9% among 370,000;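 active means activation above the mean of all tested compounds plus 3 SD, computed per campaign excluding outliers beyond control limits, cut at about 13% in these data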
# MBD2 inh: MBD2-methylated oligo binding inhibition; Q9UBB5; TR-FRET, MBD2 binding to methylated oligonucleotide; inhibition, % at 4.4 µM; hit rate 0.31% among 370,000; AID 686964; in the data active means inhibition above about 13%
# DDE Tn6 FP inh: inhibitors of Tn6 peptide binding to human fibrin DD(E); P02675; Fibrin DD(E) TRITC-Tn6 fluorescence polarization displacement; inhibition, % at 8.3 µM; hit rate 0.21% among 370,000; AID 720509;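 active means inhibition above a per-campaign cutoff: mean of compounds within control limits plus 3 SD, cut at about 15% in these data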;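 further: 0% = median of all compound wells on the plate and 100% = blocking peptide control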
# An asterisk follows results filed as active; i = inactive; nt = no result given. This is a random part of the collection. About 4.1% of those tested had a hit in this group.
# Start of the listing, in advance:
SMILES,DDE Tn7 FP inh,PLC-gamma1 inh,PLCb3 inh,ARFGAP1 inhibitor,ADAM17 inh,UHRF1 MBD2 ctr,ASAP1 inh,proKLK7 act,MBD2 inh,DDE Tn6 FP inh
CN(C)c1ccc(/C=N/NC(=O)c2nnn(-c3nonc3N)c2CN2CCCCCC2)cc1,0,-6,-6,6,-5,0,2,-0.1,1,-8
O=C(NCc1cccs1)C1CCN(S(=O)(=O)c2ccc(Cl)cc2)CC1,9,1,-3,2,2,-1,-1,0.0,3,9
O=C(CC(=O)c1ccccc1O)c1ccc(F)cc1,7,1,-2,-2,-2,-8,10,0.8,3,-4

# The whole of this part, from the first entry:
SMILES,DDE Tn7 FP inh,PLC-gamma1 inh,PLCb3 inh,ARFGAP1 inhibitor,ADAM17 inh,UHRF1 MBD2 ctr,ASAP1 inh,proKLK7 act,MBD2 inh,DDE Tn6 FP inh
CN(C)c1ccc(/C=N/NC(=O)c2nnn(-c3nonc3N)c2CN2CCCCCC2)cc1,0,-6,-6,6,-5,0,2,-0.1,1,-8
O=C(NCc1cccs1)C1CCN(S(=O)(=O)c2ccc(Cl)cc2)CC1,9,1,-3,2,2,-1,-1,0.0,3,9
O=C(CC(=O)c1ccccc1O)c1ccc(F)cc1,7,1,-2,-2,-2,-8,10,0.8,3,-4
CC(=O)c1ccc(N2CCN(C(=O)COc3ccc(F)cc3)CC2)c(F)c1,1,-2,0,1,-3,-4,0,-0.1,-1,6
Cc1ccccc1NC(=S)NCCO,4,-2,-1,-9,1,3,3,-0.2,3,-2
O=C(NN1C(=O)C2C3C=CC(C3)C2C1=O)C(O)c1ccccc1 (stereo unspecified),-4,3,-5,0,1,-1,-11,0.2,-4,-1
CCOC(=O)C1=C(N)Oc2cc(C)[nH]c(=O)c2C1c1ccncc1 (stereo unspecified),6,-1,0,4,-2,0,5,0.3,1,6
Cc1cc(NC(=O)COC(=O)c2oc3c(Cl)cccc3c2C)no1,-9,5,4,11,3,-4,3,-0.3,-4,-5
CCc1ccc(NC(=O)[C@H](Cc2c[nH]c3ccccc23)NC(=O)[C@@H]2Cc3ccccc3CN2)cc1,-5,5,3,17,2,-3,15,-0.5,-4,-9
C[n+]1cc(C(=O)N2CCCCC2)ccc1/C=C/c1c[nH]c2ccccc12,-46,-57,-62,-4,5,-148,0,2.0,-62,2
CCC(=O)Nc1nnc(CSCc2ccccc2)s1,-3,4,4,3,1,-1,18,-0.2,-7,-1
O=c1c2c3c(sc2nc2n1CCC2)CCC3,-12,3,-1,14,2,-1,-3,-0.2,2,-3
CCCCn1c(=O)[nH]c2nc3cc(N)ccc3nc2c1=O,25*,i,i,2,-7,-109,1,2.8,-40,8
Cc1cccc(NS(=O)(=O)c2ccc3c(c2)Cc2cc(S(=O)(=O)Nc4cccc(C)c4C)ccc2-3)c1C,-1,10*,4,12,11*,16,11,-0.4,3,-2
CC(C(=O)NC1=NCCS1)N1C(=O)C2CC=CCC2C1=O (stereo unspecified),2,4,3,1,1,-2,-6,-0.1,-8,0
O=[N+]([O-])c1cc(-c2ccc(/C=N\n3cnnc3)o2)cc([N+](=O)[O-])c1,9,3,-1,-4,1,-7,8,-0.9,-10,7
Cc1cc(OCC(=O)NCCc2cccc(F)c2)c2c(C)cc(=O)oc2c1,-2,-17,-33,5,-22,-4,1,1.4,-3,-2
COc1ccc(NC(=O)COC(=O)CCc2ccccc2)c(OC)c1,5,-2,-5,-13,0,1,1,-0.5,-2,3
CCN1CCN(C(=O)c2c(-c3c(Cl)cccc3Cl)noc2C)CC1,4,0,-6,-6,-3,-1,1,0.3,0,-3
CCOC(=O)N1CCN(C(=O)C2CCCN(S(=O)(=O)c3ccc(OCC)cc3)C2)CC1 (stereo unspecified),7,0,-2,-11,-2,6,12,0.8,-1,-9
COc1ccccc1NC(=O)c1cc(S(=O)(=O)NC2CCCC2)ccc1F,-1,-2,-7,4,1,0,9,0.0,1,-7
CCN(CC)C(=O)CSc1nnc(-c2cccnc2)n1Cc1ccccc1,-3,5,2,17,2,2,8,-0.2,-3,1
COc1c(OC(C)=O)ccc(/C=N\NC(=O)c2ccc(Br)cc2)c1[N+](=O)[O-],1,3,3,-11,1,-1,2,-0.6,0,-5
Cc1ccc(-n2c(SCC(=O)N3CCC(C(=O)O)CC3)nc3ccccc3c2=O)cc1C,-1,6,-4,-7,3,5,10,0.4,-1,-9
CCO[C@H]1OC(C(=O)O)=C[C@@H](c2ccccc2)[C@@H]1CCCO,-4,2,1,3,-2,0,-2,-0.4,4,0
COc1ccc(N2CCN(C(=O)COC(=O)[C@@H](NC(=O)OCc3ccccc3)C(C)C)CC2)cc1,2,-1,-1,13,-1,1,10,-0.2,-4,2
O=C(NCc1cccc(C(F)(F)F)c1)c1ccc2nc([C@H]3C[C@H](O)[C@@H](CO)O3)[nH]c2c1,-9,4,3,-7,0,-2,1,0.2,2,3
COc1ccccc1-n1c(SCC(=O)NCc2ccc3c(c2)OCO3)nc2cc([N+](=O)[O-])ccc21,2,6,2,2,5,-10,0,-0.3,-6,-3
Nc1cc(N)nc(SCC(=O)NCC(=O)Nc2ccc(F)c(F)c2F)n1,0,3,1,0,-2,1,-4,-1.1,3,-1
Cn1cc(/C=N\NC(=O)c2cccs2)c2ccccc21,-1,-12,-10,16,-2,1,7,0.7,2,-5
NC(=O)NCCCC(NC(=O)c1ccc(C#CC2(O)CCCCC2)cc1)C(=O)O (stereo unspecified),5,1,-2,-9,-4,1,5,-0.4,-1,-10
COc1ccc(NC(=O)Cn2nnc(C(=O)NCc3ccccc3)c2N)cc1Cl,-1,-3,7,14,0,0,5,-0.2,0,5
Cn1ncc(C(=O)N=S(C)(=O)c2ccccc2)c1[N+](=O)[O-] (stereo unspecified),-4,3,-4,5,-2,-2,5,-0.4,2,-2
O=C(NCCc1ccccn1)c1nc(Cn2ccc([N+](=O)[O-])n2)no1,1,0,-6,-4,-2,1,-10,0.2,2,1
COc1cc2c(cc1OC)-c1nncn1C(C)(C)C2,2,-1,-1,9,-2,-1,-8,0.2,2,7
COc1ccc(CCNC(=O)c2c(O)c3cccc4c3n(c2=O)CC4)cc1OC,3,1,3,7,-3,6,7,-0.1,0,3
CCOc1ccccc1NC1c2ccccc2C(=O)N1Cc1ccco1 (stereo unspecified),2,-2,-1,4,-1,0,-1,0.4,2,2
CCOc1ccc(CNC(=O)Cn2ccc3cc(S(=O)(=O)N4CCCC4)ccc32)cc1,-4,3,-8,-1,-5,0,4,0.2,-4,-2
C=C(C)CSc1nnc([C@@H](NC(=O)OC(C)(C)C)C(C)CC)o1 (stereo partly specified),6,-1,4,-4,-2,-3,-9,0.8,-4,4
Cn1cc(CNC(=O)/C=C/c2ccc(Cl)cc2)cn1,-1,1,4,-2,0,2,1,0.4,-5,-4
NC(=O)NC(=O)COC(=O)c1cccc(NS(=O)(=O)/C=C/c2ccccc2)c1,-3,3,0,-6,3,-2,10,0.4,-3,2
Cc1ccc(-n2nc3c(c2NC(=O)C(C)(C)C)CSC3)c(C)c1,-2,-6,-3,2,-1,2,6,0.0,-1,-3
Cc1ccccc1Cn1nc(C)c(NC(=O)c2noc3c2CC(C(C)(C)C)CC3)c1C (stereo unspecified),1,4,-2,5,-3,2,-11,0.6,6,-8
Cc1ccc(C(=O)c2ccccc2C(=O)Nc2ccccc2)cc1,-3,0,3,0,0,18,-8,0.7,5,3
COc1ccc(-c2ccc3c(c2)O/C(=C\c2ccsc2)C3=O)cn1,-5,-112,-159,-7,-5,13,15,-4.7,5,-2
CCOc1cc(CNC2CCCC2)cc(Cl)c1OCc1ccc(F)cc1,-7,8,2,-2,-1,-1,8,-0.3,-1,-1
Cc1c(NC(=O)C2CCCN(S(=O)(=O)c3cnc[nH]3)C2)c(=O)n(-c2ccccc2)n1C (stereo unspecified),5,-1,0,12,-4,0,11,-0.1,-1,8
O=C(O)C(Cc1ccc(Cl)cc1)NS(=O)(=O)c1ccc(Cl)cc1 (stereo unspecified),3,4,3,4,0,1,11,0.3,-1,-2
CC(C)C[C@H]1COc2cc(Br)ccc2S(=O)(=O)N1Cc1cn(Cc2ccc(F)cc2)nn1,4,-2,2,nt,-2,-4,nt,0.0,-6,10
CC1CCC(NC(=O)Nc2cccs2)CC1 (stereo unspecified),-1,-6,-10,8,7,1,-9,-0.1,-3,1

# (further entries)
SMILES,DDE Tn7 FP inh,PLC-gamma1 inh,PLCb3 inh,ARFGAP1 inhibitor,ADAM17 inh,UHRF1 MBD2 ctr,ASAP1 inh,proKLK7 act,MBD2 inh,DDE Tn6 FP inh
N#Cc1c(Cl)cccc1N1CCSCC1,-3,-23,-34,-6,-28,-1,4,0.8,-2,1
COc1ccc(C2C=C(C34CC5CC(CC(C5)C3)C4)NC(=S)N2)cc1 (stereo unspecified),-1,2,0,-10,0,3,7,-0.1,2,0
CCCc1cc2c(O)ccc(O)c2c(=O)o1,-6,-211,-248,-3,-186,-5,5,36*,-2,-8
CCn1cc(C(=O)O)c(=O)c2cc(F)c(N3CCN(C(=S)NC(=O)c4cc(OC)cc(OC)c4)CC3)cc21,-4,-12,-24,2,-15,-1,-3,-0.5,-7,-2
COc1ccccc1N1CCN(/N=C/c2ccccc2C(=O)O)CC1,4,3,3,-4,1,-4,-4,0.3,-3,1
Cc1ccc(SCC(=O)N2N=CCC2c2ccccc2)cc1 (stereo unspecified),-3,4,5,-4,7,6,7,0.0,-3,0
Cc1cc(NC(=O)CSc2nc(-c3cccnc3)ccc2C#N)no1,-1,-107,-133,-11,-12,-1,3,8.2,-6,7
CCCc1nnc(NC(=O)Nc2ccc(OC)cc2)s1,2,0,-1,-3,-2,0,-1,0.6,4,2
Oc1ccc(C2Nc3cccc4cccc(c34)N2)c(O)c1,-7,-1,-1,9,-7,2,17,0.2,2,2
Cc1ccc2nc(Cl)c(C3CC(c4cccs4)=NN3S(C)(=O)=O)cc2c1 (stereo unspecified),-6,6,3,9,2,-2,-3,0.2,-1,-3
N/C(=N\c1nc2ccccc2o1)NC(=O)/C=C/c1ccccc1,14,0,-9,4,-2,-3,2,0.3,-1,5
O=C(Nc1ccc(Cl)cc1)C1Cc2c(-c3ccccc3)ccnc2O1 (stereo unspecified),3,2,1,-8,4,-2,0,0.1,1,-4
Cc1cccc(C)c1OCc1nc2ccccc2c(=O)n1/N=C/c1ccc(OCC(=O)O)cc1,-7,0,-1,-10,-1,-2,19,0.0,5,-1
CCCc1c(C(=O)OCC)[nH]c2c1C(=O)CCC2,1,0,3,4,2,0,15,-1.1,-4,3
